Screening results as filed in PubChem BioAssay.
M18AAP inhibitor = PfM18AAP enzyme inhibition; recombinant PfM18AAP, H-Glu-NHMec fluorogenic cleavage; inhibition, % at 7.35 µM; 290,000 compounds, 1.2% hits; AID 1822;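 active = inhibition above the campaign mean inhibition over all tested compounds plus 3 SD, cut at about 28% in these data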;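 also: 0% = plate median of test compound wells and 100% = 2 mM ZnCl2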
PHOSPHO1 inh = inhibitors of human PHOSPHO1 phosphatase; 290,000 compounds, 1.1% hits; recombinant PHOSPHO1, absorbance phosphatase assay; Q8TCT1; AID 1565; inhibition, % at 13.3 µM; in the data active = inhibition above about 60%
MEKK2 mut-MEK5 = signal of MEK5 binding to mutant human MEKK2 PB1 domain; bead flow cytometry, Alexa488-MEK5 binding to MEKK2 mutant; percent response, % at 10 µM; 290,000 compounds, 0.35% hits; in the data active = percent response above about 24%, passing the limit was not always enough; also: inactives centre near 1; some results filed as inactive read as strong as hits; reference of the scale not given here
MEKK3 PB1 HTS = MEKK3-MEK5 PB1 interaction, increase or decrease; Q99759; bead-based flow cytometry, Alexa488-MEK5 binding to MEKK3; actives lie on both sides; 0 = blocked by unlabeled MEK5, 100 = vehicle; binding response (% of control), % at 10 µM; 290,000 compounds, 1.4% hits;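 active = binding response more than 3 SD above or below the average of its plate-row segment, actives on both sides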;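 also: Alexa488 bead fluorescence after subtracting the streptavidin-only scavenger bead signal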
Target sequence (Q99759 whole entry, looked up): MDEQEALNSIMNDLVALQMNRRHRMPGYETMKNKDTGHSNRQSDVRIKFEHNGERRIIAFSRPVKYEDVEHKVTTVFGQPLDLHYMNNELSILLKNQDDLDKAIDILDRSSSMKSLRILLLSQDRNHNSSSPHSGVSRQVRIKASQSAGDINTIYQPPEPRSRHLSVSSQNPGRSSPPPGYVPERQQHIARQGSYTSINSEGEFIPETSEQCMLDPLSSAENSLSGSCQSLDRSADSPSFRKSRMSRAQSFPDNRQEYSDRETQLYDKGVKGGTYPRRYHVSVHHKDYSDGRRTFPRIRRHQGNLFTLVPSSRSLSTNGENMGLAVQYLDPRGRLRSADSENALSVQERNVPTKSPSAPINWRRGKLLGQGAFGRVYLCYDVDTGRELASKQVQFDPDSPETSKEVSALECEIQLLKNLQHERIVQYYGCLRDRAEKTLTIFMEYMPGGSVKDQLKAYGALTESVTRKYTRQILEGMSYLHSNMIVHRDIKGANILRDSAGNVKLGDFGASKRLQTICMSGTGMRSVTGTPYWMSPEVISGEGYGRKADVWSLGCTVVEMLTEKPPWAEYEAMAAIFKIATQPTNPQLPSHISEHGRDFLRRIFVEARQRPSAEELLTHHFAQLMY
OXTR agonist = human OXTR agonism; 320,000 compounds, 0.32% hits; AID 2435; P30559; activation, % at 3 µM; CHO-OTR cells, Fluo-8 calcium fluorescence; normalized: DMSO 0%, oxytocin 100%;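 active = activation above the mean of all tested compounds plus 3 SD, cutoff set per screening run, cut at about 20% in these data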;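 also: peak over basal fluorescence ratio from a 100 s FLIPR kinetic read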
Target sequence (P30559 whole entry, looked up): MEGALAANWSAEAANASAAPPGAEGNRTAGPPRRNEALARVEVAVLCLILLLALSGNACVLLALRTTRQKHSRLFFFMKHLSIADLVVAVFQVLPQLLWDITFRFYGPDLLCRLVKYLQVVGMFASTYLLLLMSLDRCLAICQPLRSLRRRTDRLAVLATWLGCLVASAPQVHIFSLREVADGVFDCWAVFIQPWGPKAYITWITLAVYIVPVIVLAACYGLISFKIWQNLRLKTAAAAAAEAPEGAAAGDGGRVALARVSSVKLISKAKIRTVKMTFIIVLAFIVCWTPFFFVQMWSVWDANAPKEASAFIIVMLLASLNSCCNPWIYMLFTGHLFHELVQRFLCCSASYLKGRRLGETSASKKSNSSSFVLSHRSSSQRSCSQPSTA
FID counter = counter-screen for HCV NS3 helicase inhibitors: DNA intercalator displacement. 290,000 compounds, 0.17% hits. DNA fluorescent intercalator displacement, fluorescence. inhibition, % at 7.9 µM. AID 1845; in the data active = inhibition above about 37%;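 also: 0% = vehicle and 100% = reference compound; higher means more ethidium bromide displaced from hairpin DNA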
MEKK2 WT-MEK5 = raises or lowers MEK5 binding to wildtype human MEKK2 PB1 domain; Q9Y2U5; bead flow cytometry, Alexa488-MEK5 binding to MEKK2 WT; actives lie on both sides; binding response (% of control), % at 10 µM; 290,000 compounds, 1.1% hits; in the data active = binding response below about 67% or above about 130%
NALP1 yeast inh = blocks the NALP1 inflammasome reconstituted in yeast. AID 2071. inhibition, % at 10 µM. 280,000 compounds, 0.61% hits. S. cerevisiae NALP1/ASC/caspase-1 growth, X-gal OD620, 72 h; in the data active = inhibition mostly above about 24%, no sharp cut-off; inactive = mostly below about 32%; also: some compounds called inactive have numbers as strong as hits
GPR7 antagonist = human neuropeptides B/W receptor 1 antagonism | P48145 | GPR7-expressing cells, fluorescence antagonist assay | inhibition, % at 4.4 µM | 290,000 compounds, 1.1% hits | AID 1861; in the data active = inhibition above about 16%, passing the limit was not always enough;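 also: cells stimulated with the agonist NPW; 0% = agonist with vehicle and 100% = vehicle without agonist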
Numbers without * were called inactive.

How did O=C(CCSc1nnc(-c2ccco2)o1)Nc1ccc(F)cc1 do in these assays?
M18AAP inhibitor: -1; PHOSPHO1 inh: 46; MEKK2 mut-MEK5: -3; MEKK3 PB1 HTS: 93; OXTR agonist: 3.8; FID counter: -9; MEKK2 WT-MEK5: 92; NALP1 yeast inh: -2; GPR7 antagonist: -5

What do the screens show for `CNC(=S)N(CCCN(C)C)Cc1cc2cc3c(cc2[nH]c1=O)OCCO3`?
M18AAP inhibitor: -1; PHOSPHO1 inh: -8; MEKK2 mut-MEK5: 10; MEKK3 PB1 HTS: 109; OXTR agonist: 0.1; FID counter: 0; MEKK2 WT-MEK5: 114; NALP1 yeast inh: 10; GPR7 antagonist: 0

What do the screens show for `Cc1c(C(=O)N2CCOCC2)c(S(=O)(=O)N2CCN(c3ccc(Cl)cc3)CC2)c(C)n1C`?
M18AAP inhibitor: 2; PHOSPHO1 inh: 43; MEKK2 mut-MEK5: 3; MEKK3 PB1 HTS: 100; OXTR agonist: 0.4; FID counter: -50; MEKK2 WT-MEK5: 104; NALP1 yeast inh: -3; GPR7 antagonist: -13

What do the screens show for `O=C(NC1CCCC1)C(c1cccnc1)N(C(=O)c1csnn1)c1ccccc1` (stereo unspecified)?
M18AAP inhibitor: 2; PHOSPHO1 inh: -2; MEKK2 mut-MEK5: -3; MEKK3 PB1 HTS: 99; OXTR agonist: -0.6; FID counter: -8; MEKK2 WT-MEK5: 101; NALP1 yeast inh: 7; GPR7 antagonist: 18

How did CCCCN(C)CCCNC(=O)c1cn(CC)c2ccc(S(=O)(=O)N3CCc4ccccc4C3)cc2c1=O do in these assays?
M18AAP inhibitor: 1; PHOSPHO1 inh: 9; MEKK2 mut-MEK5: 1; MEKK3 PB1 HTS: 126; OXTR agonist: -2.2; FID counter: 20; MEKK2 WT-MEK5: 122; NALP1 yeast inh: 18; GPR7 antagonist: -15

What do the screens show for `CCOc1cc(CNc2ccc3c(c2)OCCO3)cc(Br)c1OCC(N)=O`?
M18AAP inhibitor: 0; PHOSPHO1 inh: 27; MEKK2 mut-MEK5: 0; MEKK3 PB1 HTS: 100; OXTR agonist: 7.1; FID counter: -16; MEKK2 WT-MEK5: 101; NALP1 yeast inh: 24; GPR7 antagonist: -7

Results for Cc1cc(C)nc(SCC(=O)NCc2ccco2)n1 ?
M18AAP inhibitor: 10; PHOSPHO1 inh: 4; MEKK2 mut-MEK5: 19; MEKK3 PB1 HTS: 104; OXTR agonist: 1.0; FID counter: -14; MEKK2 WT-MEK5: 104; NALP1 yeast inh: 3; GPR7 antagonist: -14

What do the screens show for `O=[N+]([O-])c1ccc(N/N=C/c2ccc(O)c(O)c2O)c(S(=O)(=O)N2CCOCC2)c1`?
M18AAP inhibitor: 37*; PHOSPHO1 inh: 44; MEKK2 mut-MEK5: -2; MEKK3 PB1 HTS: 97; FID counter: -11; MEKK2 WT-MEK5: 89; NALP1 yeast inh: 13; GPR7 antagonist: -5

What do the screens show for `C#CCOc1ccc(Cl)cc1/C=N/O`?
M18AAP inhibitor: -22; PHOSPHO1 inh: -11; MEKK2 mut-MEK5: 4; MEKK3 PB1 HTS: 107; OXTR agonist: 0.2; FID counter: 2; MEKK2 WT-MEK5: 104; NALP1 yeast inh: -10; GPR7 antagonist: 9

Results for O=C(Nc1ccc2nn(-c3ccccc3)nc2c1)c1ccco1 ?
M18AAP inhibitor: -8; PHOSPHO1 inh: -8; MEKK2 mut-MEK5: 2; MEKK3 PB1 HTS: 82; OXTR agonist: 1.4; FID counter: -4; MEKK2 WT-MEK5: 85; NALP1 yeast inh: -8; GPR7 antagonist: 1

Results for CC(C)NC(=O)CCCn1cc([N+](=O)[O-])cn1 ?
M18AAP inhibitor: 1; PHOSPHO1 inh: -21; MEKK2 mut-MEK5: -1; MEKK3 PB1 HTS: 101; OXTR agonist: 1.5; FID counter: -5; MEKK2 WT-MEK5: 102; NALP1 yeast inh: -8; GPR7 antagonist: -11

Results for CC(C)N1C(=O)CCC1C(=O)N1CCN(c2ccccn2)CC1 (stereo unspecified) ?
M18AAP inhibitor: -1; PHOSPHO1 inh: -18; MEKK2 mut-MEK5: -3; MEKK3 PB1 HTS: 112; OXTR agonist: 0.1; FID counter: -3; MEKK2 WT-MEK5: 102; NALP1 yeast inh: 8; GPR7 antagonist: -3

Reprinted from the entries so far, 2 compounds:
How did O=C(CCSc1nnc(-c2ccco2)o1)Nc1ccc(F)cc1 do in these assays?
M18AAP inhibitor: -1; PHOSPHO1 inh: 46; MEKK2 mut-MEK5: -3; MEKK3 PB1 HTS: 93; OXTR agonist: 3.8; FID counter: -9; MEKK2 WT-MEK5: 92; NALP1 yeast inh: -2; GPR7 antagonist: -5

What do the screens show for `CNC(=S)N(CCCN(C)C)Cc1cc2cc3c(cc2[nH]c1=O)OCCO3`?
M18AAP inhibitor: -1; PHOSPHO1 inh: -8; MEKK2 mut-MEK5: 10; MEKK3 PB1 HTS: 109; OXTR agonist: 0.1; FID counter: 0; MEKK2 WT-MEK5: 114; NALP1 yeast inh: 10; GPR7 antagonist: 0

(next part)
What do the screens show for `Cc1ccc(S(=O)(=O)N2CCOCC2)cc1NC(=O)c1cc(-c2ccccn2)nc2ccccc12`?
M18AAP inhibitor: 2; PHOSPHO1 inh: 28; MEKK2 mut-MEK5: -45; MEKK3 PB1 HTS: 61; OXTR agonist: -0.3; FID counter: -38; MEKK2 WT-MEK5: 73; NALP1 yeast inh: 2; GPR7 antagonist: -16

How did CCn1cc(Cl)c(C(=O)Nc2nccs2)n1 do in these assays?
M18AAP inhibitor: 5; MEKK2 mut-MEK5: -2; MEKK3 PB1 HTS: 95; FID counter: -3; MEKK2 WT-MEK5: 95; NALP1 yeast inh: 25; GPR7 antagonist: -8

Results for Cc1ccc(S(=O)(=O)N2CCCC(C(=O)NCCC3=CCCCC3)C2)cc1 (stereo unspecified) ?
M18AAP inhibitor: 0; PHOSPHO1 inh: 3; MEKK2 mut-MEK5: -1; MEKK3 PB1 HTS: 94; OXTR agonist: -1.6; FID counter: -5; MEKK2 WT-MEK5: 94; NALP1 yeast inh: 10; GPR7 antagonist: 2

Results for CC(C)c1ccccc1NC(=O)COc1ccc2c(=O)c(Oc3ccc4ccccc4c3)coc2c1 ?
M18AAP inhibitor: 3; PHOSPHO1 inh: 5; MEKK2 mut-MEK5: 0; MEKK3 PB1 HTS: 184*; OXTR agonist: 0.5; FID counter: -10; MEKK2 WT-MEK5: 104; NALP1 yeast inh: 27; GPR7 antagonist: -16

What do the screens show for `COc1ccc(-c2cn(Cc3cccc(OC)c3)nn2)cc1`?
M18AAP inhibitor: 1; PHOSPHO1 inh: -7; MEKK2 mut-MEK5: -2; MEKK3 PB1 HTS: 100; OXTR agonist: 2.8; FID counter: -24; MEKK2 WT-MEK5: 96; NALP1 yeast inh: 25; GPR7 antagonist: 9

How did Cc1cccn2c(=O)c3cc(C(=O)NCc4ccco4)c(=N)n(CCc4ccccc4)c3nc12 do in these assays?
M18AAP inhibitor: 14; PHOSPHO1 inh: 16; MEKK2 mut-MEK5: 0; MEKK3 PB1 HTS: 90; OXTR agonist: 0.5; FID counter: -13; MEKK2 WT-MEK5: 105; GPR7 antagonist: -7

Results for O=[N+]([O-])/C=C1/CCCCCN1 ?
M18AAP inhibitor: -6; PHOSPHO1 inh: 2; MEKK2 mut-MEK5: -22; MEKK3 PB1 HTS: 71; OXTR agonist: -0.1; FID counter: 7; MEKK2 WT-MEK5: 66; NALP1 yeast inh: -6; GPR7 antagonist: 1

What do the screens show for `C=C(Cl)COc1cc(C)cc2oc(=O)cc(CC)c12`?
M18AAP inhibitor: 3; PHOSPHO1 inh: 12; MEKK2 mut-MEK5: -1; MEKK3 PB1 HTS: 94; OXTR agonist: -2.4; FID counter: -10; MEKK2 WT-MEK5: 97; NALP1 yeast inh: 2; GPR7 antagonist: -10

What do the screens show for `COCc1cc(N2CCCC2)nc(-c2ccccc2)n1`?
M18AAP inhibitor: 6; PHOSPHO1 inh: 20; MEKK2 mut-MEK5: -1; MEKK3 PB1 HTS: 104; OXTR agonist: -1.6; FID counter: 2; MEKK2 WT-MEK5: 104; NALP1 yeast inh: 2; GPR7 antagonist: -8

How did COc1ccc(CNC(=O)CN(C(=O)c2snc(C(N)=O)c2N)c2ccccc2F)cc1 do in these assays?
M18AAP inhibitor: -4; PHOSPHO1 inh: -14; MEKK2 mut-MEK5: 0; MEKK3 PB1 HTS: 100; OXTR agonist: 5.4; FID counter: -35; MEKK2 WT-MEK5: 97; NALP1 yeast inh: 2; GPR7 antagonist: -10

How did Cc1ccc(C)n1-c1ccccc1N do in these assays?
M18AAP inhibitor: 2; PHOSPHO1 inh: 5; MEKK2 mut-MEK5: 7; MEKK3 PB1 HTS: 108; OXTR agonist: 0.8; FID counter: 0; MEKK2 WT-MEK5: 110; NALP1 yeast inh: -57; GPR7 antagonist: -7

How did O=C(O)c1ccccc1C(=O)Nc1ccc(S(=O)(=O)NC2CCCCC2)cc1 do in these assays?
M18AAP inhibitor: -3; PHOSPHO1 inh: -1; MEKK2 mut-MEK5: 2; MEKK3 PB1 HTS: 103; OXTR agonist: 1.6; FID counter: -2; MEKK2 WT-MEK5: 105; NALP1 yeast inh: 23; GPR7 antagonist: -13

What do the screens show for `COc1ccc(C(C)NC(=O)c2ccccc2Cl)cc1OC` (stereo unspecified)?
M18AAP inhibitor: 3; PHOSPHO1 inh: 8; MEKK2 mut-MEK5: 0; MEKK3 PB1 HTS: 110; OXTR agonist: 0.8; FID counter: -1; MEKK2 WT-MEK5: 111; NALP1 yeast inh: 18; GPR7 antagonist: -9

What do the screens show for `Cc1ccc(NC(=O)CN(C)C(=O)Cc2ccc(Cl)cc2Cl)cc1`?
M18AAP inhibitor: -8; PHOSPHO1 inh: 47; MEKK2 mut-MEK5: 4; MEKK3 PB1 HTS: 97; OXTR agonist: -0.6; FID counter: -25; MEKK2 WT-MEK5: 97; NALP1 yeast inh: 14; GPR7 antagonist: 13

How did CCC(=O)Nc1ccc2c(c1)Cc1cc(NC(=O)CC)ccc1-2 do in these assays?
M18AAP inhibitor: 9; PHOSPHO1 inh: 16; MEKK2 mut-MEK5: 4; MEKK3 PB1 HTS: 104; FID counter: -14; MEKK2 WT-MEK5: 106; NALP1 yeast inh: 18; GPR7 antagonist: -16

Results for CC(C)(C)C1CCc2c(sc(NC(=O)CSc3nnc(-c4ccccc4)o3)c2C#N)C1 (stereo unspecified) ?
M18AAP inhibitor: 3; PHOSPHO1 inh: 1; MEKK2 mut-MEK5: -3; MEKK3 PB1 HTS: 102; OXTR agonist: -0.2; FID counter: 0; MEKK2 WT-MEK5: 97; NALP1 yeast inh: 18; GPR7 antagonist: -13

Results for O=C(NNC(=S)Nc1ccc(F)cc1)[C@H]1C[C@@H]1c1ccccc1 ?
M18AAP inhibitor: 4; PHOSPHO1 inh: 77*; MEKK2 mut-MEK5: -21; MEKK3 PB1 HTS: 63; OXTR agonist: 2.7; FID counter: -3; MEKK2 WT-MEK5: 68; NALP1 yeast inh: -4; GPR7 antagonist: 17

Results for CC(C)C[C@H](NC(=O)c1cc2cc(Cl)ccc2n1C)C(=O)N1CCC[C@H]1C(=O)O ?
M18AAP inhibitor: -7; PHOSPHO1 inh: 29; MEKK2 mut-MEK5: 2; MEKK3 PB1 HTS: 104; OXTR agonist: 0.4; FID counter: -22; MEKK2 WT-MEK5: 105; NALP1 yeast inh: 6; GPR7 antagonist: 1

Results for S=C(Nc1cccnc1)NC1CCCC1 ?
M18AAP inhibitor: 18; PHOSPHO1 inh: -4; MEKK2 mut-MEK5: 7; MEKK3 PB1 HTS: 94; OXTR agonist: -0.9; FID counter: -5; MEKK2 WT-MEK5: 110; NALP1 yeast inh: 8; GPR7 antagonist: -9

Results for COc1ccc(NC(=O)CSc2nc3[nH]c(=O)[nH]c(=O)c3s2)cc1OC ?
M18AAP inhibitor: 1; PHOSPHO1 inh: 27; MEKK2 mut-MEK5: -2; MEKK3 PB1 HTS: 100; OXTR agonist: 0.2; FID counter: -3; MEKK2 WT-MEK5: 101; NALP1 yeast inh: 16; GPR7 antagonist: 1
